Screens deposited in PubChem by National Center for Advancing Translational Sciences (NCATS).
IDH1 R132H inh = blocks human mutant IDH1 R132H enzyme. O75874. IDH1-R132H enzyme, NADPH consumption, diaphorase/resazurin fluorescence. Potency, µM (doses to about 76.6 µM), for inactives: top-dose activity change, negative = inhibition, usual class: inhibitors. 390,000 tested, 0.093% active. AID 602179; also: potency is read from the fitted curve at half-maximal effect; % is scaled to controls: 0 for no effect and ±100 for the full control effect; nearly all actives have a fitted effect of over 65% in size
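IDH1-R132H (0.5 ug/mL dispensed) in pH 7.5 Tris buffer was preincubated 30 min with compound, then given a substrate mix of 0.016 mM NADPH and 2 mM alpha-KG for 80 min at room temperature; remaining NADPH was read by diaphorase/resazurin fluorescence.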
TrxR1 substrate = rat thioredoxin reductase 1 substrate activity. O89049. purified TrxR1 substrate turnover, NADPH consumption readout. Potency, µM (titrated, usually from 114 µM), without a hit: top-dose activity change, negative = substrate turnover. 390,000 tested, 0.01% active. AID 588456; also: potency is read from the fitted curve at half-maximal effect; % is scaled to controls: 0 for no effect and ±100 for the full control effect; nearly all actives have a fitted effect of over 50% in size
Target sequence (O89049 whole entry, looked up): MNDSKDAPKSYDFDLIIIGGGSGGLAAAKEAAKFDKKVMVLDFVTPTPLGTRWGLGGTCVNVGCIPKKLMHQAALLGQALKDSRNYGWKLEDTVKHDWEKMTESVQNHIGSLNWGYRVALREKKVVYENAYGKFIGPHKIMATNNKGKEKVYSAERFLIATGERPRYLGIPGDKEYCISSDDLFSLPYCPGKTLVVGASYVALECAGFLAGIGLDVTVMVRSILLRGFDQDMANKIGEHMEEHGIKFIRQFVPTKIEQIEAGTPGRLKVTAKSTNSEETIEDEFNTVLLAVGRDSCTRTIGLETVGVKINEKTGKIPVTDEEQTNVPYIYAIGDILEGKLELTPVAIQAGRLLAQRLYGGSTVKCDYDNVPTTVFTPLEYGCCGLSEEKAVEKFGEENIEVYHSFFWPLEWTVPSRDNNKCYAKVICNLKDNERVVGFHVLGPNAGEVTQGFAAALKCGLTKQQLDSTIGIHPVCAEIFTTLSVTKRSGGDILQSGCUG
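Rat TrxR1, dispensed at 90 nM, was prereduced with 400 uM NADPH (final) for 5 min at ~22 deg C, then incubated with compound 15 min before 400 uM selenite. A first-read NADPH fluorescence drop versus no-compound background flagged substrates.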
USP1-UAF1 inh = inhibitors of human USP1/UAF1 deubiquitinase. O94782. recombinant USP1/UAF1, Ub-Rhodamine cleavage fluorescence. Potency, µM (series often up to 57.1 µM), inactives show at the top dose activity change, negative = inhibition, most hits filed as inhibitors. 390,000 tested, 0.23% active. AID 743255; also: potency is read from the fitted curve at half-maximal effect; % is scaled to controls: 0 for no effect and ±100 for the full control effect; nearly all actives have a fitted effect of over 60% in size; inactives centre near -12
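Step one: compound is pinned into 1nM USP1/UAF1 in HEPES pH 7.8 buffer with TCEP. Step two: 15 min room-temperature incubation. Step three: Ub-Rho (150nM final) starts cleavage, tracked by fluorescence over six one-minute reads.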
Vif-A3F inh = inhibitors of Vif-A3F interaction; HeLa A3F-eYFP + Vif (tagged APOBEC3F with the HIV-1 protein that degrades it), YFP fluorescence increase; 390,000 tested, 0.2% active; Potency, µM (titrated, usually from 46.1 µM), for inactives: at the highest dose activity, negative = active; AID 602313; also: potency is read from the fitted curve at half-maximal effect; % of control where 0% means no effect; nearly all actives have a fitted effect of over 65% in size
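HeLa cells stably expressing Vif plus C-terminally eYFP-tagged A3F were seeded, incubated overnight at 37 deg C, dosed with compound, incubated overnight again at 37 deg C. Yellow fluorescence (Ex 488/Em 500-530) reported blocked Vif-mediated A3F-eYFP degradation.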
LDHA inh = blocks human lactate dehydrogenase A; AID 1347041; 480,000 tested, 0.15% active; P00338; activity change, % (values are at about 110 or 230 µM); purified LDHA, NADH/diaphorase-resazurin fluorescence; stronger effect = lower value; in the data active = activity change below about -30%; inconclusive = mostly about -25% to -30%;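 also: plate controls were DMSO wells for no effect and wells without enzyme for full effect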
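Enzyme activity of human lactate dehydrogenase 5 (2 nM; 0.06 mM NADH, 0.2 mM pyruvate, 5 min, RT) is measured via a resazurin/diaphorase fluorescence readout of residual NADH.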
PI4K2A inh = PI4K2A (human) kinase inhibition; Q9BTU6; purified PI4K2A, ADP-Glo luminescence, 1 h; stronger effect = lower value; activity change, negative = inhibition, % at 76.9 µM; 420,000 tested, 0.13% active; AID 1346378; in the data active = activity change below about -50%; inconclusive = mostly about -30% to -49%;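 also: -100% = wells without enzyme as full effect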
Target sequence (Q9BTU6 whole entry, looked up): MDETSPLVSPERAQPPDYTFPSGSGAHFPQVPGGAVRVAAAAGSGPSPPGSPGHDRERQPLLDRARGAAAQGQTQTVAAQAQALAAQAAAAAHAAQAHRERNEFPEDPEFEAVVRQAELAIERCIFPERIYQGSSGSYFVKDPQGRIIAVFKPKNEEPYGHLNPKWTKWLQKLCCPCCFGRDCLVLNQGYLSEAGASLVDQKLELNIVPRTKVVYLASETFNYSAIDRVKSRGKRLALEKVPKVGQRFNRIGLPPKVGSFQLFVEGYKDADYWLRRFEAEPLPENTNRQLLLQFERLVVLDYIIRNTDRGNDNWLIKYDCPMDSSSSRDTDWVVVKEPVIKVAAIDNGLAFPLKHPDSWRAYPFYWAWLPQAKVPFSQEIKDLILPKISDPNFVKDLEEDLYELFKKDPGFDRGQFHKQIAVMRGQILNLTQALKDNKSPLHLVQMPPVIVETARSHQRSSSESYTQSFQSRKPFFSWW
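ADP-Glo luminescence measured ADP generated by PI4K2A enzyme (4 ug/mL before mixing) with 1.2 mM PI substrate (pre-mix) and 300 microM ATP (pre-mix). Tris pH7.5 buffer with MgCl2, Triton X-100; 1 h reaction at ambient temperature.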
GRP78 ERSR act = induces the endoplasmic reticulum stress response in human glioma cells; U87-MG GRP78 promoter luciferase reporter, 16 h; Potency, µM, without a hit: at the highest dose activation, usual class: activators; 420,000 tested, 0.02% active; also: potency is read from the fitted curve at half-maximal effect; series mostly up to about 76 µM; % of control where 0% means no effect; nearly all actives have a fitted effect of over 35% in size
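Stably transfected U87-MG glioma cells carrying a GRP78-based luciferase sensor; 16 h compound incubation. Luminescence end-point read 10 min after Bright-Glo addition at room temperature.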
Vif-APOBEC3G blk = Vif-A3G binding inhibition | Q9HC16 | HeLa A3G-eYFP + Vif (tagged APOBEC3G with the HIV-1 protein that degrades it), YFP fluorescence, overnight | Potency, µM (top dose mostly 46.1 µM), for inactives: at the top dose activity, negative = active, actives largely listed as inhibitors | 410,000 tested, 0.076% active;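 also: potency is read from the fitted curve at half-maximal effect; % is scaled to controls: 0 for no effect and ±100 for the full control effect; nearly all actives have a fitted effect of over 60% in size; hits raise eYFP signal because A3G escapes Vif-driven loss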
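Read-out is eYFP fluorescence (Ex 488/Em 500-530) from Vif-expressing HeLa A3G-eYFP cells; more signal means A3G escaped Vif-mediated degradation. Cells plated overnight, compound pinned in, incubated overnight at 37 deg C.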
RXFP1 ag = RXFP1 (human) receptor agonism; 370,000 tested, 0.3% active; Q9HBX9; Potency, µM (titrated, usually from 57.5 µM), inactives show top-dose activation, most hits filed as activators; HEK293T-RXFP1 cAMP TR-FRET, 30 min; response scale: percent of porcine relaxin response, buffer zero; also: potency is read from the fitted curve at half-maximal effect; % is scaled to controls: 0 for no effect and ±100 for the full control effect; nearly all actives have a fitted effect of over 60% in size; many of its hits are not listed in these tables
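Agonist response is measured as cAMP accumulation in an RXFP1-transfected HEK293T line under PDE4 inhibition. Values are scaled between buffer-only and 29 nM porcine relaxin, and EC50s come from standard Hill equation fits.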
* = called active by the depositor; ? = inconclusive; · = no result given; & = joins results of further samples; [ ] = another dose, or the depositor's remark. Unless noted, calls follow the shape of the dose curve; as a rule, active = well fitted curve in the direction sought with a large enough effect; inconclusive = small, poorly fitted or top-dose-only effect, or another doubt; inactive = no such curve, though single readings can be large; an effect the other way counts as inactive or inconclusive.

structure	Vif-APOBEC3G blk	RXFP1 ag	GRP78 ERSR act	Vif-A3F inh	USP1-UAF1 inh	PI4K2A inh	LDHA inh	TrxR1 substrate	IDH1 R132H inh
COc1ccc(N/N=C2/CCCCC2=O)cc1	0%	-1.3%	7%	0%	-1%	5	7	-3%[57.1 µM]	0%
NCC(c1ccccc1)c1c[nH]c2ccccc12 (centres undefined)	-5%	-0.3%	0%	6%	-8%	-1	-3	-7%	-1%
CCCCN(Cc1ccco1)C(=O)c1cc2c(=O)[nH]c3ccc(C)cc3c2s1	7%	5.5%	-3%	0%	-29%	2	-2	36%	2%
O=C(COc1ccccc1C(=O)Nc1cccnc1)Nc1ccc(Br)cc1	-1%	·	-1%	·	·	·	1	0%	·
CC(=O)Nc1ccc(S(=O)(=O)N=S(C)(C)=O)cc1	0%	3.7%	3%	-9%	-1%	-4	-6	8%[57.1 µM]	2%
CCC(CC)c1nnc(NC(=O)C2COc3ccccc3O2)s1 (centres undefined)	-1%	-2.5%	1%	-13%	-4%	0	0	1%	1%
COC(=O)c1cc(NC(=O)C2COc3ccccc3O2)cc(C(=O)OC)c1 (centres undefined)	-8%	0.1%	-1%	-29%	-9%	0	-2	5%[2.29 µM]	-1%
COc1cccc(C(=O)Nc2ccc3nc(N4CCOCC4)cc(C)c3c2)c1	-10%	0.7%	3%	2%	-21%	-3	-9	-7%	-6%
CC1CCCCN1C(=O)Cn1c(=O)oc2ccccc21 (centres undefined)	-1%	1.9%	-8%	-14%	-2%	-1	1	-4%	-4%
COc1ccc(-c2nn3c(-c4ccc(C)cc4)nnc3c3ccccc23)cc1	3%	5.2%	-4%	4%	-23%	5	-5	113%[activator]	?
COc1cccc(-n2cn[nH]c2=S)c1	-1%	0.2%	0%	1%	-19%	-5	-6	2%	-3%
N#Cc1c(C#N)c(-c2ccccc2)n(-c2ccc(C(=O)O)cc2)c1N	2%	0.3%	-4%	-9%	2%	-2	-9	1%	-4%
Cc1nc2sccc2c(=O)n1-c1cccc(Cl)c1	0%	2.2%	-4%	2%	-5%	4	-3	7%[57.1 µM]	-7%
CCn1ccnc1C(O)c1cccc(OC)c1 (centres undefined)	0%	-0.4%	-3%	-3%	0%	10	-4	4%[57.1 µM]	1%
CCOC(=O)C1C(=O)CC(C)(O)C(C(=O)OCC)C1c1ccc(F)cc1 (centres undefined)	0%	-0.8%	-4%	-9%	-13%	7	0	4%	2%
CCOC(=O)c1cn(Cc2ccc(C)cc2)c2cc(F)ccc2c1=O	-5%	0.5%	-2%	-3%	-4%	7	1	-7%	2%
COc1ccccc1C(=O)NCCSCc1c(F)cccc1Cl	-1%	0.8%	2%	9%	-13%	-2	-3	0%	1%
O=C(COC(=O)Cn1cnc2ccccc2c1=O)Nc1ccc(Cl)cc1	2%	0.3%	-3%	7%	-22%	-1	0	1%	14%
CCOC(=O)N1CCN(Cc2c(NC(=O)c3ccco3)sc(C)c2C)CC1	0%	3.1%	2%	3%	-12%	2	-4	8%[57.1 µM]	0%
CCOC(=O)C1=C(CC)OC(N)=C(C#N)C1c1cccs1 (centres undefined)	0%	-0.4%	0%	-12%	-3%	-3	2	7%	0%
Cn1c(SCC(=O)c2c(N)n(C)c(=O)n(C)c2=O)nnc1-c1ccccc1	2%	0.6%	-4%	-3%	-7%	6	-3	6%[57.1 µM]	4%
COc1ccc(NC(=O)c2noc3c2CSc2ccccc2-3)cc1Cl	5%	-5.0%	0%	-3%	-13%	-17	-3	3%	-1%
COc1ccc2c(c1)CCc1c(C(=O)Nc3c(C)n(C)n(-c4ccccc4)c3=O)noc1-2	1%	0.5%	-3%	1%	-13%	-3	11	-3%	4%
Cc1ccc(S(=O)(=O)CCN2CCN(c3ccccc3)CC2)cc1	-3%	1.5%	-4%	8%	-13%	0	1	1%	2%
O=C(Oc1ccc(/C=N/NC(=O)c2ccccc2F)cc1)c1ccccc1	-13%	0.3%	4%	2%	-14%	-4	-2	9%	6%

As entered above.
USP1-UAF1 inh, NCC(c1ccccc1)c1c[nH]c2ccccc12 (centres undefined) = -8%
Vif-A3F inh, COc1ccccc1C(=O)NCCSCc1c(F)cccc1Cl = 9%

Remaining list, next part
structure	Vif-APOBEC3G blk	RXFP1 ag	GRP78 ERSR act	Vif-A3F inh	USP1-UAF1 inh	PI4K2A inh	LDHA inh	TrxR1 substrate	IDH1 R132H inh
COc1cc(/C=N/NC(=O)c2ccccc2)ccc1O	2%	0.4%	4%	2%	0%	1	-5	-10%	5%
c1ccc2c(c1)CCc1c(-c3ccncc3)n[nH]c1-2	?	-1.5%	4%	5%	-29%	-1	4	0%	-6%
O=C(NCCc1ccccc1)c1ccccc1Cl	-4%	-0.1%	-12%	3%	-9%	0	-4	-4%	4%
CC(=O)c1cccc(NS(=O)(=O)c2ccc3c(c2)oc(=O)n3C)c1	-8%	2.5%	-4%	-14%	-8%	5	8	0%	9%
Cc1cc(C)n(CC(=O)NCc2cc(-c3nn(C)c(=O)c4ccccc34)ccc2C)n1	-6%	2.0%	-5%	3%	-11%	-8	-2	-3%	0%
CC1=C(C(=O)OCC(C)C)C(c2ccc(F)cc2)NC(=O)N1 (centres undefined)	0%	-1.9%	0%	1%	-4%	-2	-9	7%	1%
COc1ccccc1Nc1ncnc2c1nc1n2CCCCC1	-3%	4.3%	1%	-4%	-13%	1	-2	-7%	11%
CCOc1ccc(NC(=O)c2ccc(Cn3nc(C)cc3C)o2)cc1	3%	2.5%	?	5%	-17%	-4	-1	1%	0%
O=C(Nc1ccccc1)N(CCc1nc2ccccc2[nH]1)C1CCCC1	-1%	1.5%	-2%	-6%	-3%	5	2	3%	2%
COc1ccc(N/C=C/C(=C(C#N)C#N)N(C)C)cc1	7%	0.9%	-5%	-3%	-12%	-2	2	-9%[57.1 µM]	-7%
COc1ccc2c(-c3ccccc3)cc(N3CCOCC3)nc2c1	?	0.1%	-4%	-4%	-3%	5	?	63%[activator]	2%
Cc1ccc(N)c(C(O)(C(F)(F)F)C(F)(F)F)c1	-1%	4.4%	-3%	-1%	?	-8	-1	-3%	1%
O=C(CSC(=S)N1CCOCC1)c1cc(Br)cc(Br)c1O	-10%	0.8%	-1%	-5%	-2%	-9	19	2%	-4%
CC(=O)c1c(C)nn(-c2ccccc2)c1C	-2%	0.8%	2%	-16%	-3%	9	-5	-4%[57.1 µM]	2%
O=C(CN1C(=O)C(=O)N(Cc2ccco2)C1=O)Nc1ccc(F)c(F)c1F	0%	·	-2%	-1%	-21%	0	1	6%	7%
COc1ccc(-n2c(CN3CCN(c4ccccc4OC)CC3)nc3ccc([N+](=O)[O-])cc3c2=O)c(OC)c1	1%	0.1%	-1%	0%	-14%	4	1	-3%	0%
COc1ccc(C(=O)NCCc2nnc3ccc(SCC(=O)Nc4cc(C)on4)nn23)cc1	0%	28%	-4%	14%	-21%	1	-3	8%	4%
Cc1ccc(NC(=O)C2CCN(S(C)(=O)=O)CC2)cc1Cl	0%	-1.3%	1%	5%	-19%	-7	1	15%	15%
C=CCn1c(SCC(=O)N(CCOC)c2c(N)n(CC(C)C)c(=O)[nH]c2=O)nc2ccccc21	0%	-0.2%	-2%	1%	-2%	1	-8	9%[57.1 µM]	3%
COc1cccc(-n2c(SCc3cc(=O)oc4cc(O)c(O)cc34)nc3ccccc3c2=O)c1	-5%	0.8%	4%	-7%	-23%	-5	8	-8%	-29%
CC(NC(=O)CCc1ccccc1)c1ccc2c(c1)OCO2 (centres undefined)	0%	-0.1%	8%	5%	-17%	-5	-1	-2%	3%
Cc1ccn2c(=O)c(C(=O)NCCc3ccccc3)c(O)nc2c1	-2%	?	4%	-6%	?	1	3	12%	0%
CC(O)CNc1ccc(-c2n[nH]c(=O)c3ccccc23)cc1[N+](=O)[O-] (centres undefined)	1%	-0.4%	-4%	1%	-28%	-4	0&0	0%	-6%
O=C(NCc1ccccc1Cl)c1csc2c1CCCCC2	1%	2.9%	0%	0%	2%	3	1	-17%	2%
c1ccc(CSc2ncnc3c2oc2ccccc23)cc1	0%	·	3%	3%	-24%	-4	-10	5%	3%
CC(Sc1nnc(C2CC2)n1C1CC1)C(=O)N(C)C1(C#N)CCCCC1 (centres undefined)	-1%	5.9%	-5%	1%	-4%	7	-3	-2%	-1%
N#Cc1ccc(-c2ccc(OCC(O)Cn3nnc4ccccc43)cc2)cc1 (centres undefined)	1%	-0.4%	-3%	-2%	-12%	2	1	41%[activator]	6%
CCOC(=O)C1=NS(=O)(=O)NC(C)=C1	3%	·	2%	4%	?	-10	-2	-3%	21%

Arranged by molar mass (low to high): some entries from above.
structure	Vif-APOBEC3G blk	RXFP1 ag	GRP78 ERSR act	Vif-A3F inh	USP1-UAF1 inh	PI4K2A inh	LDHA inh	TrxR1 substrate	IDH1 R132H inh
COc1ccc2c(-c3ccccc3)cc(N3CCOCC3)nc2c1	?	0.1%	-4%	-4%	-3%	5	?	63%[activator]	2%
Cc1ccn2c(=O)c(C(=O)NCCc3ccccc3)c(O)nc2c1	-2%	?	4%	-6%	?	1	3	12%	0%
CCOc1ccc(NC(=O)c2ccc(Cn3nc(C)cc3C)o2)cc1	3%	2.5%	?	5%	-17%	-4	-1	1%	0%

These rows are one share of the data, so the mix of outcomes need not match the whole.
